Source: PubChem BioAssay (several laboratories)
Myeloid diff 2: induction of myeloid progenitor differentiation, primary screen, cell-based, flow cytometry, MLPCN library | 360,000 compounds, 1% hits | calls only at 10 µM | AID 624256, 2012 | ER-HoxA9 myeloid progenitors, lysozyme-GFP differentiation;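 active = normalized GFP-positive differentiation at or above the plate's own cutoff, the solvent-only control mean plus 3 SD; inconclusive = no clear call, values can overlap the other calls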;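 note: cells exposed to compound for four days before flow analysis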
KOR beta-arrestin-1: KOR antagonists, beta-arrestin recruitment, cell-based, luminescence, uHTS (AID 1778) | Kappa-type opioid receptor (Homo sapiens) | KOR beta-arrestin recruitment, luminescence, antagonist mode; higher % means a stronger effect | inhibition, % at 10 µM, or IC50 in µM where a hit was titrated | 290,000 compounds, 0.091% hits; note: strong numbers were not always called active
HIV peptide binding: inhibitors of HIV fusion peptide binding, primary screen, biochemical, uHTS, fluorescence dequenching (AID 1986); cell-free peptide binding, fluorescence dequenching, 30 min; higher % means a stronger effect; inhibition, % at 20 µM; hits with a dose series show IC50 in µM; 290,000 compounds, 0.3% hits; in the data active = inhibition mostly above about 52%, no sharp cut-off; inactive = mostly below about 76%; note: some results filed as inactive read as strong as hits
GPR35 antagonists: GPR35 antagonists blocking zaprinast-driven arrestin recruitment, primary screen, imaging, U2OS, beta-arrestin-GFP, zaprinast agonist (AID 2058); G-protein coupled receptor 35 (Homo sapiens); U2OS GPR35 beta-arrestin-GFP translocation imaging, zaprinast antagonism; higher % means a stronger effect; inhibition, % at 10 µM; hits with a dose series show IC50 in µM; 290,000 compounds, 0.052% hits;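 active = inhibition of at least 50% with at least 30 cells and total cytoplasm GFP at most 10,000,000; inconclusive = under 30 cells or total GFP of 10,000,000 plus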
HEK293 NOD2/NF-kB: NOD2 signaling inhibitors, cell-based, luminescence, uHTS, HEK293 (AID 1566) | HEK293 NOD2/NF-kB luciferase reporter, luminescence; higher % means a stronger effect | inhibition, % at 4 µM; hits with a dose series show EC50 in µM | 290,000 compounds, 0.63% hits; note: many of its hits are not listed in these tables
GPR55 beta-arrestin: GPR55 agonists via beta-arrestin recruitment, primary screen, imaging, U2OS cells, beta-arrestin-GFP redistribution (AID 1961); G-protein coupled receptor 55 (Homo sapiens); U2OS GPR55 beta-arrestin-GFP redistribution imaging; higher % means a stronger effect; activation, % at 10 µM, or EC50 in µM where a hit was titrated; 290,000 compounds, 0.048% hits;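 active = activation above 40% with more than 50 cells counted in the well; inconclusive = wells holding fewer than 50 cells, flagged as toxic or sparse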;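 note: U2OS osteosarcoma cells stably expressing GPR55 and beta-arrestin-GFP; plate controls were DMSO negative control for no effect and LPI positive control for full effect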
NOD1 NF-kB reporter: NOD1 signaling inhibitors, primary screen, cell-based, luminescence, uHTS (AID 1578) | NOD1-driven NF-kB luciferase reporter cells, luminescence; higher % means a stronger effect | inhibition, % at 4 µM; hits with a dose series show EC50 in µM | 290,000 compounds, 1% hits; in the data active = inhibition mostly above about 36%, no sharp cut-off; inactive = mostly below about 34%;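 note: HEK-293T reporter cells stimulated with the NOD1 agonist gamma-tri-DAP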
GPR55 LPI antagonism: GPR55 antagonists blocking LPI-driven arrestin recruitment, primary screen, imaging, U2OS, beta-arrestin-GFP, LPI agonist (AID 2013). inhibition, % at 10 µM, or IC50 in µM where a hit was titrated. 290,000 compounds, 0.13% hits. G-protein coupled receptor 55 (Homo sapiens). U2OS GPR55 beta-arrestin-GFP translocation imaging, LPI antagonism; higher % means a stronger effect;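 active = spots per cell inhibited over 60%, with over 100 cells counted and total cytoplasm intensity under 500,000; inconclusive = wells with under 100 cells, flagged as likely toxic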;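 note: U2OS cells stably carrying GPR55 and arrestin-GFP stimulated by 5 µM LPI near EC80; imaged beta-arrestin-GFP aggregate spots per cell after agonist stimulation; plate controls were LPI-stimulated DMSO wells for no effect and DMSO wells without LPI for full effect; some results filed as inactive read as strong as hits; confirmed hits need IC50 under 10 µM and bright autofluorescent wells are also inconclusive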
KOR beta-arrestin-2: KOR agonists, beta-arrestin recruitment, primary screen, cell-based, luminescence, uHTS (AID 1777); Kappa-type opioid receptor (Homo sapiens); KOR beta-arrestin recruitment, luminescence; higher % means a stronger effect; activation, % at 10 µM; hits with a dose series show EC50 in µM; 280,000 compounds, 0.02% hits; in the data active = activation above about 50%, passing the limit was not always enough; note: a part of the inactive calls stands beside numbers as strong as those of hits
Myeloid diff 2 GFP+ MAC1+ %: also measured in Myeloid diff 2; calls as there; GFP+ MAC1+ double positive, %; measured here: differentiation confirmed by MAC1 staining
Starred values were filed as active, the others as inactive; i = inactive; ? = inconclusive; . = no result given; + = active, no number; [ ] = another dose, or the depositor's remark. Cut-off read from the data, not from the text of the source, unless noted: active = inhibition above about 50%; inactive = the rest. This is a subset; the hit share may differ from the screen's.

Every second line gives: Myeloid diff 2	KOR beta-arrestin-2	GPR55 beta-arrestin	GPR55 LPI antagonism	KOR beta-arrestin-1	Myeloid diff 2 GFP+ MAC1+ %	GPR35 antagonists	HEK293 NOD2/NF-kB	NOD1 NF-kB reporter	HIV peptide binding
CCCCCCN(C(=O)CCCCCN1C(=O)NC(c2ccc(-c3ccccc3)cc2)C(C(=O)OCc2ccccc2)=C1C)C(C(=O)NCCCC)c1cccc(C(=O)OC)c1 (centres undefined)
  .	-0.4%	-0.1%	-10%	8%	.	-15%	-1%	-12%	1.5%
CCCCCOC(=O)c1ccccc1C(=O)O
  i	1.1%	1.0%	-17%	-2%	2.3	6%	-6%	9%	-2.1%
COC(=O)NCC(c1ccc2c(c1)OCO2)N1CCN(c2ccccc2)CC1 (centres undefined)
  i	-2.3%	-0.1%	-10%	5%	6.1	-9%	-7%	-20%	-1.6%
Cc1c(N=C2NN=C(c3c[nH]c4ccccc34)CS2)c(=O)n(-c2ccccc2)n1C
  +	-5.1%	-0.1%	5%	4%	2.3*	1%	4%	-3%	2.1%
O=C(Nc1ccc(F)cc1F)c1ccc(-n2cncn2)nc1
  i	5.5%	-0.2%	-9%	-12%	2.2	-15%	1%	-29%	0.2%
Cc1oc(-c2cccc(Cl)c2)nc1CS(=O)(=O)CC(=O)NC1CC1
  ?	-4.1%	-0.1%	-4%	-10%	.	4%	23%	-6%	-0.2%
OCCNCCOCCOc1ccccc1-c1ccccc1
  i	-2.1%	-0.3%	10%	-20%	0.1	8%	-6%	-5%	1.8%
COc1ccc(Cl)cc1NC(=O)COc1cccc(-n2cnnn2)c1
  ?	0.2%	-0.2%	-4%	-30%	.	-6%	18%	-8%	0.5%
O=C(Nc1ccccc1C(F)(F)F)c1ccccc1Br
  i	5.2%	-0.7%	4%	-12%	0.2	17%	4%	-11%	0.2%
CCc1ccccc1NC(=O)CSc1nc(C)c(C)o1
  i	3.4%	-0.1%	3%	-21%	0.6	12%	9%	-13%	-0.8%
Brc1ccc(Nc2c3c(nc4ncnn24)CCC3)cc1
  i	-6.0%	0.7%	-9%	23%	6.1	-23%	8%	4%	-2.8%
CC1(C)CC(=O)C(C=Nc2ccc(N)cc2)=C(O)C1
  +	-0.2%	-0.3%	8%	-34%	1.0*	-4%	2%	-41%	-2.8%
COc1cccc(N2CCN(C3C4CC5CC(C4)CC3C5)CC2)c1 (centres undefined)
  i	-2.1%	-0.1%	17%	-9%	1.5	0%	-29%	-6%	0.7%
COC(=O)C1=CN(Cc2ccccc2)C=C(C(=O)OC)C1c1ccc(O)c(OC)c1
  i	-3.0%	-0.1%	-10%	-18%[20 µM]	0.6	-10%	11%	52%	-1.2%
Cc1cc(C)nc(NS(=O)(=O)c2ccc(N/C=C\C(=O)c3cccs3)cc2)n1
  i	-0.7%	-0.1%	9%	-14%[20 µM]	0.6	-8%	13%	-8%	-0.1%
Cc1c(NC(=O)C(C)OC(=O)COc2cccc3c2OC(C)(C)C3)c(=O)n(-c2ccccc2)n1C (centres undefined)
  i	-1.7%	-0.1%	-5%	-41%	0.8	18%	-6%	-31%	2.8%
COc1ccccc1CNS(=O)(=O)c1ccc(Cl)s1
  i	0.7%	0.0%	1%	-8%	1.0	4%	-1%	-32%	-0.6%
COc1cccc(C(=O)NC2CCN(CC(=O)Nc3ccccc3Cl)CC2)c1
  i	-5.7%	0.4%	12%	-9%	0.8	-1%	21%	3%	0.0%
COc1ccc(S(=O)(=O)Nc2ccc(Cl)cn2)cc1
  i	0.6%	0.3%	24%	0%[20 µM]	0.7	25%	4%	10%	2.3%
CC1CCN(C(=O)CNC(=O)Cn2ccc3ccccc3c2=O)CC1
  i	3.3%	0.3%	-10%	-6%	2.8	-2%	4%	-5%	-1.6%
Cc1ccccc1Nc1nc2ccccc2n1C(C)C
  i	3.4%	0.8%	2%	-5%	0.5	-10%	-10%	-24%	1.8%
COc1ccc(NC(=O)c2ccc(CN3CCN(c4ccccc4)CC3)cc2)cc1OC
  i	-2.8%	0.2%	10%	-3%	0.5	2%	-12%	-43%	-2.6%
O=S(=O)(NCc1ccccc1)c1cnc[nH]1
  i	-1.9%	-0.1%	-1%	4%	0.7	12%	7%	-9%	-2.7%
Cc1cccc(NC(=O)COC(=O)c2ccccn2)c1
  i	-3.3%	-0.4%	8%	8%	1.7	5%	-8%	-12%	-0.8%
O=C(NC(Nc1cc(C(F)(F)F)ccc1Cl)C(=O)c1ccccc1)c1ccccc1 (centres undefined)
  i	5.6%	-0.1%	45%	-20%	0.8	6%	-9%	10%	0.9%
CC(=O)C1=C(C)NC(SCC(N)=O)=C(C#N)C1c1ccco1 (centres undefined)
  i	-1.9%	0.5%	-14%	12%	0.4	-11%	17%	-22%	0.1%
Cc1ccc(C(=O)NNC(=O)CNc2cccc(Cl)c2)cc1
  i	.	0.3%	15%	-13%[20 µM]	0.4	12%	-9%	-32%	0.2%
CCCCOc1ccccc1C1NC(=O)CCC1[N+](=O)[O-] (centres undefined)
  i	3.5%	-0.2%	55%	-19%	1.1	-11%	-5%	-22%	1.1%
Cc1ccc(NC(=O)Nc2cccc(Cl)c2)c(C(=O)O)c1
  i	0.4%	0.3%	-4%	-114%[20 µM]	0.3	0%	-12%	-37%	22%
O=C(Cn1ncc2c(=O)oc3ccccc3c21)NCCC1=CCCCC1
  i	-4.4%	0.5%	1%	-2%	0.5	-3%	18%	15%	-0.4%
CNC(=O)c1cc(Nc2nnc(C)c3ccccc23)ccc1OC
  i	1.5%	0.0%	12%	-33%	1.7	-3%	-10%	-39%	-0.2%
CCc1ccccc1NC(=O)COc1ccc2oc(-c3ccc(OC)cc3)cc(=O)c2c1
  i	21%	-0.2%	6%	-54%	0.4	1%	-15%	18%	0.1%
COc1cccc(C(C#N)N2CCCCC2)c1O (centres undefined)
  i	-2.5%	-0.4%	-1%	10%	0.6	1%	21%	-1%	-1.6%
O=C(O)COc1cccc(/C=C2/SC(=S)N(Cc3ccccc3)C2=O)c1
  i	-5.0%	-0.2%	4%	9%	0.6	-5%	16%	0%	32%
O=C(CCN1CCCCC1)c1ccc2c(c1)OCCO2
  i	4.5%	0.0%	15%	6%	7.1	6%	-7%	35%	-1.7%
COC(=O)COc1ccc(S(=O)(=O)Nc2ccc3c(c2)OCO3)cc1Cl
  +	2.7%	-0.1%	46%	-12%	18*	20%	18%	.	1.6%
Cc1ccc(NCc2nc3ccccc3n2C)cc1C
  i	2.7%	-0.3%	-2%	-32%[20 µM]	0.6	16%	-70%	-42%	-0.8%
CC(=O)C1=C(C)N(CC2CC2)C(=O)N[C@H]1c1ccc(Br)cc1
  i	1.9%	-0.2%	5%	-43%	0.2	-11%	5%	-18%	0.3%
O=C(Cc1cccs1)Nc1ccccc1C(=O)O
  i	-5.7%	1.0%	17%	27%	0.3	9%	-31%	-43%	0.0%
Clc1ccccc1CN1CCN(c2ncccn2)CC1
  .	3.7%	0.0%	-2%	-29%[20 µM]	.	1%	-12%	27%	-2.3%
COc1ccccc1/C=C(/CC(=O)NCc1ccc(F)cc1)c1nc2ccccc2s1
  i	7.1%	-0.4%	5%	.	0.3	9%	11%	1%	7.5%
CCOC(=O)c1ccc(-n2ccnc2)c(NC(=O)c2ccc(Cl)cc2)c1
  i	-1.3%	-0.1%	-12%	2%	0.7	-15%	8%	-26%	0.2%
CCOCc1c(C(=O)NC2CCCCCC2)oc2ccccc12
  i	4.2%	0.5%	-4%	-24%	0.4	-15%	-5%	-46%	-1.1%
CC(=O)c1cc2c(cc1NC(=O)CSc1nc3ccccc3o1)OCO2
  i	-3.8%	-0.4%	3%	8%	1.0	-4%	-36%	-30%	-1.5%
COc1cc2c3c(c1)C(C)CC(C)(C)N3C(=O)C2=O (centres undefined)
  i	-5.3%	0.5%	-10%	-107%	0.1	14%	1%	-25%	-2.4%
Cc1[nH]n(-c2ccccc2)c(=S)c1C=NCCCN=Cc1c(C)[nH]n(-c2ccccc2)c1=S
  i	7.5%	2.1%	12%	-1%	0.6	-8%	-12%	89%*	3.8%
Cc1ccc(Sc2ccc(CN3CCCC3)cc2[N+](=O)[O-])cc1
  i	-1.5%	-0.2%	-1%	-72%	0.3	25%	-18%	-20%	-1.1%
c1ccc(C2c3[nH]c4ccccc4c3CCN2Cc2cccn2-c2cccnc2)nc1 (centres undefined)
  i	.	-0.1%	12%	29%[20 µM]	0.3	-2%	2%	-38%	2.0%
S=c1[nH]nc(-c2cc(-c3ccsc3)n[nH]2)n1-c1ccccc1
  i	4.7%	-0.2%	4%	2%	0.1	-2%	-7%	-10%	0.6%
CCOC(=O)C1=C(C)NC2=C(C(=O)c3ccccc32)C1c1cccnc1 (centres undefined)
  i	-0.1%	0.5%	2%	6%	0.7	-11%	-9%	-24%	-3.3%

More records
Every second line gives: Myeloid diff 2	KOR beta-arrestin-2	GPR55 beta-arrestin	GPR55 LPI antagonism	KOR beta-arrestin-1	Myeloid diff 2 GFP+ MAC1+ %	GPR35 antagonists	HEK293 NOD2/NF-kB	NOD1 NF-kB reporter	HIV peptide binding
COC(=O)CNC(c1ccccc1)c1cc(Br)ccc1NC(C)=O (centres undefined)
  i	-3.4%	0.7%	4%	-6%[20 µM]	0.1	-10%	10%	-30%	0.7%
O=C(Nc1ccccc1)N(O)c1ccc(Cl)cc1
  i	-1.2%	-0.1%	4%	17%	0.6	-5%	-26%	-30%	-3.0%
CCc1nn(CCCC(=O)NCc2ccccc2Br)c(=O)c2cc3occc3n12
  ?	1.5%	-0.1%	3%	-20%	.	16%	12%	-5%	4.9%
O=C(NN1C(=O)NC2(CCCCC2)C1=O)c1ccc(-c2ccc([N+](=O)[O-])cc2)o1
  i	-5.5%	0.0%	11%	7%	5.3	-7%	5%	-32%	1.7%
CC(C)OC1(c2ccccc2)OC(=O)c2ccccc21 (centres undefined)
  i	-3.9%	0.0%	0%	7%	0.0	-9%	18%	13%	1.3%
Cc1cccc(C)c1NC(=O)CCCCCC1NC(=O)NC1C (centres undefined)
  i	1.4%	-0.5%	0%	-1%	0.6	-16%	4%	-23%	0.6%
